# Bioassay records as filed in PubChem BioAssay.
# MPTP inh: blocks calcium-induced mitochondrial swelling | isolated mouse mitochondria, Ca2+ swelling absorbance, 30 min | inhibition, % at 10 µM | 360,000 tested, 1.4% active | AID 602449;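 active means inhibition of 50% or more, scaled per plate between neutral and stimulator controls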;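 further: 0% = DMSO wells given calcium and 100% = 1 mM EGTA wells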
# ATG4B inhibitor: inhibitors of human ATG4B cysteine protease. Q9Y4P1. ATG4B cleavage of LC3-PLA2, NBD-HPC fluorescence, 1 h. inhibition, % at 8.33 µM. 340,000 tested, 0.51% active; in the data active means inhibition above about 40%
# Target sequence (Q9Y4P1 whole entry, looked up): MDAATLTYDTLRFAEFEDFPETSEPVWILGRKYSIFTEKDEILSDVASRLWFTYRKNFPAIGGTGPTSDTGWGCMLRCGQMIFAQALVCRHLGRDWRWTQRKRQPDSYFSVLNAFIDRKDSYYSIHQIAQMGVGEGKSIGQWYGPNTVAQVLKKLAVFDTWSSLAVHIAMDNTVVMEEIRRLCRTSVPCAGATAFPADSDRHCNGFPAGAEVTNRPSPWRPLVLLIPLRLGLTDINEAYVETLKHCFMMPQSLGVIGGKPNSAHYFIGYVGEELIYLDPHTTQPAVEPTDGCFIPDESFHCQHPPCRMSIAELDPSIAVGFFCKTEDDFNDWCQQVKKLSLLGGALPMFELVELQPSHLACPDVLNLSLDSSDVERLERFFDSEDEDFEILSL
# PfG6PD inh: PfG6PD (Plasmodium falciparum) enzyme inhibition; PfGluPho enzyme, NADPH resazurin-diaphorase fluorescence; 350,000 tested, 0.78% active; AID 504690; inhibition, % at 20 µM;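 active means inhibition reaching at least a set limit at 20 µM in the primary screen, cut at about 59% in these data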;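 further: 0% = DMSO wells with substrate and 100% = DMSO wells lacking glucose-6-phosphate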
# SENP1 inh: inhibitors of human SENP1 SUMO protease catalytic domain. inhibition, % at 10 µM. AID 624204. 360,000 tested, 0.21% active. recombinant SENP1 catalytic domain, CyPet-SUMO1-YPet FRET cleavage;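 active means inhibition at least 30% at 10 µM, raw YFP signal under a set limit, fluorescence ratio 0.5 to 1.5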;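 further: 0% = enzyme with DMSO and 100% = no enzyme wells; some results filed as inactive read as strong as hits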
#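 Material – human SENP1 catalytic domain · Input – SENP1 enzyme, 20 pM final · Compound dosing – single concentration of 10 µM compound, 0.5% DMSO final · Timing – enzyme reaction for 50 min at room temperature, dark · Measured by – FRET fluorescence in CFP and YFP emission channels · Control set – no-enzyme wells low, DMSO-plus-enzyme wells high control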
# SENP8 inh: blocks human SENP8 cleavage of Nedd8 substrate; Q96LD8; recombinant SENP8, Nedd8 substrate fluorescence; inhibition, % at 20 µM; 360,000 tested, 0.64% active; AID 602440; in the data active means inhibition mostly above about 40%, no sharp cut-off; inactive means mostly below about 27%
# GRIN3A LBD mod: NR3A (human) ligand-binding domain modulation; Tm shift relative to glycine control, % at 25 µM; NR3A LBD differential scanning fluorimetry, Tm shift; 0% = protein alone, 100% = glycine-bound protein; 340,000 tested, 2.5% active;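 active means melting temperature shift of at least 10% of the positive control shift, at one fixed dose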
# hIAP act: increases human intestinal alkaline phosphatase activity; activation factor at 10 µM; AID 2524; purified human IAP, CDP-Star luminescence, 30 min; active compounds read high; 1 = vehicle-only enzyme, 0 = enzyme-free background; 330,000 tested, 0.16% active; P09923;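 active means activation factor of the enzyme at least 2-fold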; further: the source names both 10 and 20 µM as test concentration; values of inactives mirror those of a sister screen read the other way
# Target sequence (P09923 whole entry, looked up): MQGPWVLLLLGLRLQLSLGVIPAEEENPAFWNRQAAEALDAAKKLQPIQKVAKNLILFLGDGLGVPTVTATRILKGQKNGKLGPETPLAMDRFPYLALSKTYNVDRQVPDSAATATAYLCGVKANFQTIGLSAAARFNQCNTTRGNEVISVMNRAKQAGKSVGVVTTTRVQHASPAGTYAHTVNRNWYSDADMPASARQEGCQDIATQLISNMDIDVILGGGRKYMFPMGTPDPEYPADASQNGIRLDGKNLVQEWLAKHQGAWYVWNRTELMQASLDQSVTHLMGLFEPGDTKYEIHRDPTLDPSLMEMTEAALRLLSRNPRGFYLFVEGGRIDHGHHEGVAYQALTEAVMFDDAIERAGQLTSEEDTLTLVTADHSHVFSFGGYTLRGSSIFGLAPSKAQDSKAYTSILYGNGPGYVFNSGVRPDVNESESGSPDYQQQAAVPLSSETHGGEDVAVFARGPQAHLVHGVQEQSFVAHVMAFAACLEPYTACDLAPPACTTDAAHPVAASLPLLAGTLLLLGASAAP
# SENP6 block: inhibitors of human SENP6 protease; Q9GZR1; Recombinant SENP6 catalytic domain, aminoluciferin luminescence; inhibition, % at 10 µM; 330,000 tested, 1.8% active; AID 2599;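 active means inhibition above about 50% at the single tested dose, limit read from the data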;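 further: plate controls were DMSO wells with enzyme for no effect and DMSO wells lacking enzyme for full effect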
# Starred values were filed as active, the others as inactive; nt = no result given. Hits appear at their usual frequency. About 6.7% of those tested had a hit in this group.
# Results follow in this order: GRIN3A LBD mod, SENP6 block, SENP8 inh, ATG4B inhibitor, PfG6PD inh, MPTP inh, SENP1 inh, hIAP act
- O=C(/C=C/c1ccccc1[N+](=O)[O-])NCCCn1ccnc1
→ 1, -2, 18, 10, -10, 0.0, 0, 1.1
- COc1ccc(N2CCN(c3ccc([N+](=O)[O-])cc3Cl)CC2)cc1
→ -1, 0, 37, 10, 1, -0.2, 1, 0.74
- COc1cc2c(cc1OC)CN(C(=O)CN(C)S(=O)(=O)c1ccc(NC(C)=O)cc1)CC2
→ 0, 16, 14, 8, -7, -1.3, -5, 0.96
- CN1CCN(CCCN(Cc2ccco2)C(=S)Nc2ccc(Cl)cc2)CC1
→ 0, 2, 9, 1, -6, -0.3, 4, 1
- CC[C@H](C)[C@H](NC(=O)OCc1ccccc1)C(=O)OCC(=O)N(C)CC(=O)Nc1ccccc1Cl
→ 4, -17, 12, -10, -4, -0.8, 1, 1.1
- CCOc1ccc(C(CC(=O)O)NC(=O)C23CC4CC(CC(C4)C2)C3)cc1 (configuration not stated)
→ 10, -14, 14, -12, -3, -0.3, 1, 0.91
- O=C1NC(=O)C(c2ccccc2)(c2ccc(O)cc2)N1 (configuration not stated)
→ 1, -7, 8, -1, 8, -1.8, 1, 0.9
- CCOc1cc(/C=N\NC(=O)c2ccc(C)nc2)ccc1OC(=O)c1ccc(F)cc1
→ 1, -8, 15, 2, 8, -2.4, 0, 0.87
- CCN(CC)c1ccc(C(=O)NNC(=O)C2CSC3(C)CCC(=O)N23)cc1 (configuration not stated)
→ -1, 3, -83, -21, -9, 0.3, -1, 1.1
- COc1ccccc1CCNC(=O)C(=O)NCC1OCCN1S(=O)(=O)c1ccc(OC)c(OC)c1 (configuration not stated)
→ -1, -2, 7, -9, -10, 0.8, -1, 0.84
- O=C(NCCC1=CCCCC1)c1cccc(S(=O)(=O)N2CCCCC2)c1
→ 2, -5, 3, 9, -15, 0.0, 0, 0.91
- COc1ccc(NC(=O)Cn2nnc(C(=O)NCCc3ccccc3)c2N)c(OC)c1
→ -1, -7, 10, -4, -6, -0.2, -1, 0.98
- C/C(=N/NC(=S)Nc1cccc(C)c1)c1cccc([N+](=O)[O-])c1
→ -1, 38, 31, -12, 5, 4.4, 0, 0.89
- CC(=O)c1ccc(-c2[nH]c3ccccc3c2CCN2C(=O)c3ccccc3C2=O)cc1
→ 1, nt, -218, -11, 8, 0.1, -3, nt
- CCCC(c1nnnn1CS(=O)(=O)c1ccc(C)cc1)N1CCN(c2ccc(F)cc2)CC1 (configuration not stated)
→ 5, -4, 15, -7, 10, 47, 1, 1.2
- CC(C)c1nc(SCC(=O)N2CCCC2)c2c(=O)n(C)c(=O)n(C)c2n1
→ -1, -10, 6, -7, -10, 0.0, -1, 0.97
- O=[N+]([O-])c1ccc(S(=O)(=O)NN=Cc2ccc(Cl)c(Cl)c2)cc1
→ 12*, nt, 4, 3, 12, 46, 2, nt
- O=C1C(c2ccnc3ccccc23)=C(O)c2ccccc21
→ -1, 64*, 62*, 7, -4, -1.4, 16, 0.76
- O=C(Nc1ccc(Cl)c([N+](=O)[O-])c1)c1ccncc1
→ -4, -8, 19, 0, 2, 1.3, 1, 1.1
- CN1C(=O)/C(=C\c2ccc(N(C)C)cc2)OC1=S
→ -1, 8, -34, -1, 2, 1.9, -28, 1.1
- CCN(CC)S(=O)(=O)c1ccc(N2CCOCC2)c(NC(=O)CSCc2c(C)noc2C)c1
→ 0, nt, 2, -49, 8, -0.6, 12, nt
- O=C(/C=C/c1ccccc1)c1ccoc1
→ 0, -19, 27, 5, -9, 0.3, -1, 0.84
- C=CCOC(=O)C1=C(C)NC(=O)NC1c1ccc(OC(=O)c2ccco2)c(OC)c1 (configuration not stated)
→ 0, 1, 17, 1, -15, -0.9, -1, 0.99
- CC(=O)N1C(C)c2ccccc2C(C)(C)CC12CCCCC2 (configuration not stated)
→ 3, 5, 24, 13, -19, 0.9, 0, 0.83
- CCn1c2ccccc2c2cc(NC(=O)CSc3nnc(-c4ccc(OC)c(OC)c4)n3N)ccc21
→ -1, 0, -14, -6, 4, -0.2, 15, 0.89
- CCC(=O)NCCc1nc2ccccc2n1CC(=O)c1ccccc1
→ -1, 11, -4, -10, -9, -1.6, 1, 0.87
- COc1ccc(S(=O)(=O)NCCc2nnc3ccc(SCc4cccnc4)nn23)cc1
→ -2, -4, 0, -5, 2, 1.8, -1, 0.87
- COc1ccc(C(C(=O)NC2CCCCC2)N(C(=O)c2ccco2)c2ccc(-n3cnnn3)c(C)c2)cc1 (configuration not stated)
→ 5, -10, 9, -17, -22, -1.6, 3, 1.1
- Cc1cccc(Oc2nc(CN3CCOCC3)nc3sc4c(c23)CCCC4)c1
→ -3, 8, -27, 3, -3, -2.3, -2, 1.1
- COc1cccc(/C=N/NC(=O)c2ccc3nc[nH]c3c2)c1O
→ 8, 8, 7, -8, -14, 0.8, 5, 1.7
- CSc1nc(N)nc2c1ncn2CC(=O)NCC1CCCO1 (configuration not stated)
→ 3, 3, -26, nt, 10, -1.9, -1, 0.98
- Cc1cccc(NS(=O)(=O)c2cccs2)c1
→ -5, -15, 6, 2, -1, -0.7, 2, 0.78
- CCS(=O)(=O)c1ccc2oc(Nc3cc(C)cc(C)c3)nc2c1
→ -28, 9, -5, 10, 31, -1.6, 0, 0.98
- CCOC(=O)COc1ccc(S(=O)(=O)Nc2ccc(C)cc2)cc1
→ -1, -10, 18, -12, 0, 2.0, 1, 0.89
- CSc1nc2ccc3nc(NC(=O)c4ccc(Cl)s4)sc3c2s1
→ 21*, -10, -412, -8, 4, 3.1, -13, 1.2
- CC(C)(C)c1ccc(Oc2cccc(C3CC(=O)C(C4NCCc5ccccc54)C(=O)C3n3cncn3)c2)cc1 (configuration not stated)
→ -6, -14, 17, -18, -14, 1.1, -12, 1.2
- O=C(CSc1n[nH]c(-c2ccccc2Cl)n1)NCc1cccc(C(=O)O)c1
→ 5, -29, 3, 5, -32, -1.7, 2, 0.92
- CC(=O)N(C)c1ccc(NC(=S)Nc2ccc(C(C)C)cc2)cc1
→ -2, 1, 7, -3, -8, 2.3, 3, 0.96
- Cc1ccc(/C=C/C(=O)N2CCN(c3ccc(F)cc3)CC2)o1
→ 2, -5, 26, -7, 15, 0.7, -2, 1
- O=C(Cc1ccc(Cl)c(Cl)c1)N/N=C/c1cccnc1
→ 0, -13, 3, -14, 15, -0.7, 2, 0.96

# Sorted by the number under MPTP inh (largest number first): 3 from the list above.
smiles | GRIN3A LBD mod | SENP6 block | ATG4B inhibitor | PfG6PD inh | MPTP inh | SENP1 inh | hIAP act
CCn1c2ccccc2c2cc(NC(=O)CSc3nnc(-c4ccc(OC)c(OC)c4)n3N)ccc21 | -1 | 0 | -6 | 4 | -0.2 | 15 | 0.89
C=CCOC(=O)C1=C(C)NC(=O)NC1c1ccc(OC(=O)c2ccco2)c(OC)c1 (configuration not stated) | 0 | 1 | 1 | -15 | -0.9 | -1 | 0.99
Cc1cccc(Oc2nc(CN3CCOCC3)nc3sc4c(c23)CCCC4)c1 | -3 | 8 | 3 | -3 | -2.3 | -2 | 1.1

# Filtered by structure, the entries above containing a COOH group
# Results follow in this order: GRIN3A LBD mod, SENP6 block, SENP8 inh, ATG4B inhibitor, PfG6PD inh, MPTP inh, SENP1 inh, hIAP act
- CCOc1ccc(C(CC(=O)O)NC(=O)C23CC4CC(CC(C4)C2)C3)cc1 (configuration not stated)
→ 10, -14, 14, -12, -3, -0.3, 1, 0.91
- O=C(CSc1n[nH]c(-c2ccccc2Cl)n1)NCc1cccc(C(=O)O)c1
→ 5, -29, 3, 5, -32, -1.7, 2, 0.92

# Among those listed so far, these have a furan ring, fused or not.
# Results follow in this order: GRIN3A LBD mod, SENP6 block, SENP8 inh, ATG4B inhibitor, PfG6PD inh, MPTP inh, SENP1 inh, hIAP act
- CN1CCN(CCCN(Cc2ccco2)C(=S)Nc2ccc(Cl)cc2)CC1
→ 0, 2, 9, 1, -6, -0.3, 4, 1
- O=C(/C=C/c1ccccc1)c1ccoc1
→ 0, -19, 27, 5, -9, 0.3, -1, 0.84
- C=CCOC(=O)C1=C(C)NC(=O)NC1c1ccc(OC(=O)c2ccco2)c(OC)c1 (configuration not stated)
→ 0, 1, 17, 1, -15, -0.9, -1, 0.99
- COc1ccc(C(C(=O)NC2CCCCC2)N(C(=O)c2ccco2)c2ccc(-n3cnnn3)c(C)c2)cc1 (configuration not stated)
→ 5, -10, 9, -17, -22, -1.6, 3, 1.1
- Cc1ccc(/C=C/C(=O)N2CCN(c3ccc(F)cc3)CC2)o1
→ 2, -5, 26, -7, 15, 0.7, -2, 1

# (list continues)
# Results follow in this order: GRIN3A LBD mod, SENP6 block, SENP8 inh, ATG4B inhibitor, PfG6PD inh, MPTP inh, SENP1 inh, hIAP act
- COc1cc(/C=C(\C(=O)O)c2ccc(S(=O)(=O)N3CCCC3)s2)cc(OC)c1
→ 2, -6, -67, -7, -11, -3.4, 0, 0.91
- CC(C)(C)NC(=O)C(c1ccc(F)cc1)N(CC1CCCO1)C(=O)c1csnn1 (configuration not stated)
→ -2, 7, 14, -6, -7, -1.3, 1, 1
- O=C(CSCCNS(=O)(=O)c1ccccc1)Nc1ccccc1
→ 0, 4, 16, -6, 3, -2.9, 2, 1.3
- CCNC(=O)C1CCCN1S(=O)(=O)c1ccc2ccccc2c1 (configuration not stated)
→ 0, 0, 16, 1, -8, -2.4, 0, 1
- Cc1cc(NC(=O)CSc2nc(C)c(C)c(=O)[nH]2)no1
→ 1, -3, 12, 2, -3, 0.6, 1, 0.96
- CC(=O)N1CCN(S(=O)(=O)c2ccc(C)cc2)C1C (configuration not stated)
→ 0, -4, 7, 5, -24, -3.2, 0, 0.92
- CC(=O)Nc1sc2c(c1C(c1ccc(Cl)cc1)N1CCOCC1)CCCC2 (configuration not stated)
→ -4, -6, 12, -12, -12, -1.2, -1, 1
- CSc1cccc(NC(=S)N2CCCN(Cc3ccccc3F)C2)c1
→ -1, -18, 29, 15, 6, 69*, 6, 1.1
- CN(C)c1ccc(C2Nc3ccccc3C(=O)N2NS(C)(=O)=O)cc1 (configuration not stated)
→ -1, -16, -46, -11, 3, 0.7, 0, 1.1
- COC(=O)CSc1nc2cc(OC)ccc2cc1C#N
→ 0, 24, -46, -11, 1, 0.0, 37*, 0.93
- c1ccc(C2Nc3ccccc3Oc3ccccc32)cc1 (configuration not stated)
→ -16, -16, 25, 7, 0, 0.7, 1, 0.83
- CC1(C)OC(C(O)(c2ccccc2)c2ccccc2)[C@@H](C(O)(c2ccccc2)c2ccccc2)O1 (some centres not stated)
→ 0, nt, 24, -12, 33, -0.3, -1, nt
- CSc1nc(NC(C)C)nc(N2CCOCC2)n1
→ 1, -24, 9, -1, -11, 0.0, 2, 1.2
- CC1NC(C)c2c(ccc3ccccc23)O1 (configuration not stated)
→ -2, nt, -236, 3, 8, -0.4, -7, nt
- CC(=O)Nc1nc2ccccc2n1Cc1ccc(Cl)cc1
→ 0, 4, 16, -7, 0, 0.7, 0, 1.2
- CC(NC(=O)COC(=O)CCC(=O)c1ccc(F)cc1)c1ccccc1 (configuration not stated)
→ 2, 0, 6, -8, -7, -0.1, 6, 0.98
- Cc1nn2c(N3CCOCC3)cc(C(C)C)nc2c1-c1ccccc1
→ 1, -20, -171, 4, -6, 0.5, -1, 0.91
- O=C(Nc1ccc(Cl)cc1)Nc1nnc(CSCc2ccc(Cl)cc2)s1
→ 24*, 5, 3, -3, -6, 84*, 2, 0.96
